AHR activator – activators of human aryl hydrocarbon receptor; AHR-responsive luciferase reporter cells, luminescence; 320,000 tested, 2.5% active; AID 2796; activation, % at 5 µM; in the data active means activation above about 47%;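 further: 0% = vehicle wells and 100% = reference agonist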
Target sequence (P35869 whole entry, looked up): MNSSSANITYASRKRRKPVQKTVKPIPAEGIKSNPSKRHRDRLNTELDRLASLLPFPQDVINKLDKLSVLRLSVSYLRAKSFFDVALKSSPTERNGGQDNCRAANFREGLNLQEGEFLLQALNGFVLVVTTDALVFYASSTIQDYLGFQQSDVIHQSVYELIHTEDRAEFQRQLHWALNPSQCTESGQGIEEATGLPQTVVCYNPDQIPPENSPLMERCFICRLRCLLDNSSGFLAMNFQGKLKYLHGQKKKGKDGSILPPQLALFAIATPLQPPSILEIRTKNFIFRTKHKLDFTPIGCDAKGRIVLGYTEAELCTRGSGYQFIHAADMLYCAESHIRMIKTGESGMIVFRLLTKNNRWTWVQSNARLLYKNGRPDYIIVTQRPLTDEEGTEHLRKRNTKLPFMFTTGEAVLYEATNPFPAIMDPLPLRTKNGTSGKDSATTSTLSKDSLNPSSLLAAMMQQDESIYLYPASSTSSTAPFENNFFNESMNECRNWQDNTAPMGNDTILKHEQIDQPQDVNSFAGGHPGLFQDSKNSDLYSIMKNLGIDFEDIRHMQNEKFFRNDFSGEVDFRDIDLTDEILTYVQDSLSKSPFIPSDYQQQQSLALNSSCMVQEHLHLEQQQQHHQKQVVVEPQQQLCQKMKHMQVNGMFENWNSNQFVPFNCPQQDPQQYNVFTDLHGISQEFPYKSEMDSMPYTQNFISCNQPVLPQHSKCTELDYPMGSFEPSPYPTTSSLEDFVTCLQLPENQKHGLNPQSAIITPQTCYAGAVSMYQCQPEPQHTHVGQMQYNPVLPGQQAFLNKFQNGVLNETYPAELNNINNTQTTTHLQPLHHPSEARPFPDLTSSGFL
RPL19A TOR yeast – yeast TOR pathway RPL19A-GFP modulation; S. cerevisiae RPL19A-GFP strain, flow cytometry, 3 h; hits give low values; percent response vs DMSO, % at 10 µM; 330,000 tested, 0.3% active; AID 2025;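 active means percent response vs DMSO below 50%; inconclusive means fewer than 70 events counted for the yeast strain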;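 further: median channel GFP fluorescence of the barcoded RPL19A-GFP strain; ratio of sample median GFP to plate DMSO average so 100% = DMSO; lower means less RPL19A-GFP as with rapamycin TOR inhibition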
proCasp3 act – activators of human procaspase-3. 330,000 tested, 0.11% active. AID 463141. activation, % at 8.5 µM. recombinant procaspase-3 D3A, Ac-DEVD-pNA absorbance 405 nm;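 active means activation above the mean of all tested compounds plus 3 SD, cut at about 21% in these data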;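 further: 0% = DMSO alone and 100% = DMSO wells spiked with extra 5 µM PC-3 D3A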
Target sequence (P42574 whole entry D9A/D28A/D175A): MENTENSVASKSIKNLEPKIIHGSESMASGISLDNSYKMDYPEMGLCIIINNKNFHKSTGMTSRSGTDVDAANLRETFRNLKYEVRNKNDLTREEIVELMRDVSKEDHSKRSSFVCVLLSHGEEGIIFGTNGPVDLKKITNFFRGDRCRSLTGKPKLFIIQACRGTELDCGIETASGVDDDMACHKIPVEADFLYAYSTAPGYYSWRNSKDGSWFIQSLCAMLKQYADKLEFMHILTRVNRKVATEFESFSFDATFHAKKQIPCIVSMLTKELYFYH
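Test system: Procaspase-3 D3A mutant; medium: Zinc-free HEPES/NaCl buffer with 0.01% Triton X-100 at pH 7.4; reagent: DEVD-pNA substrate; doses: one concentration, 8.5 µM nominal, 0.8% DMSO; times: 1 h preincubation plus 2 h reaction at 25 °C; signal: Epi-absorbance at 405 nm of released p-nitroaniline, 0 and 120 min; replicates: singlicate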
CR mimetic SO – caloric restriction mimetics inhibiting age-related superoxide in yeast; S. cerevisiae aged cells, superoxide DHE fluorescence; hits give low values; superoxide response (% of plate mean), % at 10 µM; 330,000 tested, 0.18% active; AID 2690;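 active means superoxide response under a set limit, about three screen SD below normal, cut at about 65% in these data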;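 further: yeast aged for seven days with compound at 30 °C before DHE staining; 100% = average MFI of all compound-treated wells on the plate with controls excluded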
MEP2-GFP yeast – modulators of TOR pathway MEP2-GFP in S. cerevisiae; 330,000 tested, 0.51% active; S. cerevisiae MEP2-GFP strain, flow cytometry GFP, 3 h; 100% = DMSO control level; GFP response vs DMSO, % at 10 µM; AID 2016;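 active means GFP response versus DMSO above a set limit, roughly screen mean plus 3 SD, cut at about 180% in these data; inconclusive means fewer than 70 cells counted for a yeast strain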;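 further: median GFP fluorescence of the barcode-gated MEP2-GFP cells per well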
JMJD2C inh – inhibitors of human GASC-1 (JMJD2C) demethylase; GST-JMJD2C(1-420) H3K9me3 demethylation, DELFIA europium; inhibition, % at 2.35 µM; 330,000 tested, 0.069% active; AID 2099;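 active means more than half of a compound's replicate wells show inhibition beyond 50%, single wells judged on their own value; inconclusive means some, but no more than half, of replicates pass 50% inhibition; inactive means no replicate passes 50% inhibition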;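 further: signal counts dimethyl H3K9 product captured on neutravidin plate; 0% = median of DMSO wells and 100% = 0.3 times that DMSO median; strong numbers were not always called active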
LAP4-GFP MLPCN – modulators of TOR pathway LAP4-GFP in S. cerevisiae. AID 2023. 320,000 tested, 0.34% active. S. cerevisiae LAP4-GFP multiplex, flow cytometry GFP, 3 h; median GFP as percent of DMSO wells. GFP response vs DMSO, % at 10 µM;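 active means GFP response vs DMSO above a set limit, about the screen mean plus 3 SD, cut at about 150% in these data; inconclusive means under 70 cell events counted for the yeast strain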
proCasp7 act – counter-screen for procaspase-3 activators: activators of human procaspase-7; P55210; recombinant procaspase-7, Ac-DEVD-pNA absorbance 405 nm; D23A/D198A/D206A triple mutant, cannot self-cleave; scale: DMSO 0, 5 µM enzyme 100; activation, % at 8.5 µM; 330,000 tested, 0.093% active; AID 463210;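 active means percent activation above the screen-wide mean plus 3 SD, cut at about 25% in these data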
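Detection: p-Nitroaniline absorbance at 405 nm, read at 0 and 120 min; system: Uncleavable procaspase-7 mutant enzyme; evaluation: % activation from two-timepoint absorbance difference, scaled to controls; times: 1 h enzyme–compound preincubation and 2 h substrate reaction, both 25 °C; buffer or medium: Zinc-free HEPES pH 7.4 with 300 mM NaCl, 0.01% Triton X-100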
* marks the source's active call; other numbers are inactive results; ? = inconclusive; . = not tested or not shown; & = joins results of further samples.

SMILES	AHR activator	RPL19A TOR yeast	proCasp3 act	CR mimetic SO	MEP2-GFP yeast	JMJD2C inh	LAP4-GFP MLPCN	proCasp7 act
COCc1cc(C)nc(OCC(=O)N/N=C/c2cc(C)n(-c3c(C)cccc3C)c2C)c1C#N	-3	96	5	88	97	4	93	5
O=C(O)CC1(c2ccccc2)C(=O)c2ccccc2C1=O	-2	98	6	97	101	5	98	-7
CCOC(=O)c1ccc(NC(=O)c2ccccc2C)cc1	21	103	3	114	104	3	106	-4
COCCNC(=O)COc1ccc(Nc2ccccc2)cc1	0	102	4	92	105	-26	108	2
O=C(CN1CCN(Cc2ccc(F)cc2)CC1)NCCc1ccccc1	2	92	2	101	96	4	83	5
Cc1cc(C)nc(NNS(=O)(=O)c2ccc(F)c(Cl)c2)n1	7	89	-15	104	98	?	92	-23
C/C(=N\NC(=S)NCc1ccccc1)c1ccccc1	18	102	6	75	98	-5	91	-10
O=C(OCCCCN1C(=O)c2ccccc2C1=O)c1ccc(S(=O)(=O)N2CCCC2)cc1	-3	92	3	97	95	1&3	95	7
O=C(Nc1ccccc1)N1N=C(c2ccc(F)cc2)CC1c1ccc(F)cc1 (stereo not given)	8	99	7	93	88	119	89	1
COc1ccc(N2CCN(C(=O)Cc3ccc(S(=O)(=O)N4CCOCC4)s3)CC2)cc1	2	103	3	93	97	8	93	-3
CN(CC1CCCN(CCc2ccc(Cl)cc2)C1)C(=O)CC(F)(F)F (stereo not given)	1	103	7	100	113	3	95	-3
Cc1ccc(-n2c(CCc3nc4ccccc4[nH]3)n[nH]c2=S)cc1	1	98	3	102	90	-8	88	-5
CC(=O)Nc1ccc(S(=O)(=O)Nc2cccc(C(=O)NC(C)(C)C)c2)cc1	3	96	1	110	104	-4	103	5
O=C1CC(C(=O)N2CCCc3ccccc32)CN1c1ccc(Cl)cc1 (stereo not given)	-4	95	8	124	101	-6	90	-1
COC(=O)CCN(c1ccccc1)S(=O)(=O)c1ccc(OC)cc1	2	101	0	98	110	6	100	6
Cc1ccc(NC(=O)C2CCCN(c3ncnc4c3nc3n4CCCCC3)C2)cc1Cl (stereo not given)	16	88	6	87	98	14	123	9
CCCC(=O)Nc1cc(S(=O)(=O)N(CC)CC)ccc1Cl	0	97	5	103	94	-2	83	-14
CCOC(=O)c1ccc(COC(=O)c2ccc3c(c2)-c2ccccc2C3=O)cc1	1	94	8	98	103	3	93	5
CSc1ccc(/C=C/C(=O)OCC(=O)NC2CC2)cc1	1	114	-2	91	105	-1	111	-1
CC1(C)c2[nH]c3ccccc3c2C[C@@H]2C(=O)N(Cc3ccccc3)C(=O)N21	3	.	8	.	.	8	.	12
CCOC(=O)N1CCN(CC(O)COc2c(C)cccc2C)CC1 (stereo not given)	2	101	7	95	101	-3	100	7
Cc1ccccc1-c1nc(CSc2nc3c(c(=O)[nH]2)CCC3)c(C)o1	5	102	-5	117	111	1	88	4
CCOC(=O)c1c(NC(=O)c2nn(C)cc2[N+](=O)[O-])sc(C)c1C	7	89	-1	108	103	-2	94	-2
Cc1cc(NC(=O)C(C)SCC(=O)Nc2cc(C(F)(F)F)ccc2N2CCOCC2)no1 (stereo not given)	2	97	0	99	102	-3	97	5
O=c1c(-c2ccccc2)c(O)nc2ccccn12	3	99	6	120	100	17	97	-2
SMILES	AHR activator	RPL19A TOR yeast	proCasp3 act	CR mimetic SO	MEP2-GFP yeast	JMJD2C inh	LAP4-GFP MLPCN	proCasp7 act
O=C(NN=C1CCCC1)c1cccs1	17	102	-2	94	94	-4	103	-7
O=C(Oc1ccc2c(c1)OCC2=O)c1ccccc1	0	97	-10	97	103	3	97	-10
O=C(O)/C=C\c1ccccc1Oc1cccc(Cl)c1	0	91	0	131	97	1	109	7
Cc1ccc(C)c(OCC(=O)Nc2ccc(N3CCOCC3)cc2N2CCOCC2)c1	3	99	-2	123	98	-15	109	5
CCc1ccc(CNCCNCC(C)O)cc1 (stereo not given)	-1	97	-4	101	99	49	97	-3
O=C(Oc1ccccc1)Oc1ccc2c(c1)oc(=O)c1ccccc12	3	97	-7	99	100	18	95	-1
O=C(/C=C/c1ccc(F)cc1)Nc1cccc(S(=O)(=O)N2CCOCC2)c1	6	100	1	78	106	2	104	5
O=C1c2cccnc2C(Nc2ccc(Br)cc2)N1Cc1cccs1 (stereo not given)	2	101	3	118	100	-3	94	5
COc1ccc(CN(C)Cc2nc(Cc3cccc(F)c3)no2)c2cccnc12	3	105	-3	120	95	-7	100	-2
COc1ccc(OC)c(N2CC(O)(c3cccs3)[N+]3=C2SCCC3)c1 (stereo not given)	-1	101	0	95	99	1	104	-2
CCC(=O)NC(c1cc(Cl)c2cccnc2c1O)C1CC1 (stereo not given)	14	98	0	83	94	1	101	-1
Cc1ccc(C)c(OCCC(=O)NNC(=O)c2cc(C)oc2C)c1	1	98	-3	90	106	1	100	-6
CC(C)c1ccc(C(=O)NCCCN(C)C)cc1	8	101	2	100	98	-4	92	-1
CN(CCOc1ccccc1)C(=O)CCc1c[nH]c2ccccc12	7	108	-6	98	105	-3	99	-8
Cc1cc(C)cc(NC(=O)NC2CCN(CC(=O)Nc3cccc(Cl)c3C)CC2)c1	2	99	8	95	104	1	106	9
FC(F)(F)c1cc(-c2cccs2)nc(-n2cc(Cl)cn2)n1	5	98	2	106	99	-4	101	6
O=C(CCCOc1ccc(Cl)cc1Cl)N1CCN(c2ccccn2)CC1	44	93	7	111	99	7	110	-1
O=C(Nc1ccc(F)cc1)NC1CCN(Cc2nnnn2Cc2ccco2)CC1	0	95	-1	108	100	-11	99	-3
COc1ccc(S(=O)(=O)N2CCN(C(=O)c3ccco3)CC2)cc1OC	5	101	6	97	89	3	102	3
CCC1CCc2c(sc(N)c2C(N)=O)C1 (stereo not given)	10	98	-19	111	102	4	93	-12
COc1ccccc1N1CCN(S(=O)(=O)c2c[nH]c(=O)[nH]c2=O)CC1	-2	108	-6	102	114	3	107	2
Nc1cc(-c2ccc(Cl)cc2)nn1S(=O)(=O)c1ccc(Cl)cc1	4	95	14	102	92	11	90	-8
CC1Sc2ccc(S(=O)(=O)N3CCC(C(=O)NCCc4ccccc4)CC3)cc2NC1=O (stereo not given)	3	103	6	99	105	0	96	-7
C1CCN(c2c3c(nc4nnnn24)CCCC3)CC1	2	97	-3	105	99	4	113	-2
O=C1CC(C(=O)O)(c2ccccc2)c2cccc(F)c21 (stereo not given)	3	104	7	107	105	-14	94	-5

2 successive entries already listed, for reference:
SMILES	AHR activator	RPL19A TOR yeast	proCasp3 act	CR mimetic SO	MEP2-GFP yeast	JMJD2C inh	LAP4-GFP MLPCN	proCasp7 act
C1CCN(c2c3c(nc4nnnn24)CCCC3)CC1	2	97	-3	105	99	4	113	-2
O=C1CC(C(=O)O)(c2ccccc2)c2cccc(F)c21 (stereo not given)	3	104	7	107	105	-14	94	-5

Later entries.
SMILES	AHR activator	RPL19A TOR yeast	proCasp3 act	CR mimetic SO	MEP2-GFP yeast	JMJD2C inh	LAP4-GFP MLPCN	proCasp7 act
CCN(CC)S(=O)(=O)c1ccc2nnn(OCC(=O)Nc3cccc(C#N)c3)c2c1	-1	103	2	137	100	4	94	-1
O=C(CN(Cc1ccccc1)C(=O)c1ccco1)NCc1ccc(F)cc1	2	91	-1	102	86	5	84	13
CC(=O)Oc1cc2c(C(=O)NCCCN3CCOCC3)c(C)oc2c2ccccc12	26	95	9	136	97	-1	104	5
COc1ccc(NC(=O)c2cccc(N3C(=O)NC4CC3(C)Oc3ccccc34)c2)cc1 (stereo not given)	0	100	-1	108	101	10	100	0
COc1ccc(C(O)P(=O)(OCCC(C)C)c2ccc(N(C)C)cc2)cc1OC (stereo not given)	0	101	6	104	105	-2	113	6
Cn1ncc([N+](=O)[O-])c1C(=O)N/N=C/c1cccc([N+](=O)[O-])c1	3	100	6	115	105	2	89	2
O=C(NC1CCCCC1NC(=O)c1ccco1)c1ccco1 (stereo not given)	-2	102	5	111	99	-4	98	4
COc1ccc(C(=O)/C=C/c2cc(C(=O)O)cc3c2OCOC3)c(O)c1	-2	97	10	100	97	7	106	9
CN(C)CCCN(C(=O)C1=COCCO1)c1nc2ccc(Br)cc2s1	-8	96	-7	89	106	-1	138	-16
Cc1cc(C(=O)COC(=O)C2CCN(C(=O)c3ccc(Cl)cc3)CC2)c(C)n1CC1CCCO1 (stereo not given)	-1	105	2	98	99	-2	103	4
COc1ccc(C2(O)CN(c3ccc(C)cc3)C3=[N+]2CCCC3)cc1 (stereo not given)	4	99	6	101	99	-2	96	14
CN(Cc1ccccc1)c1nc(-c2cccc([N+](=O)[O-])c2)nc2ccccc12	24	112	4	96	127	-6	101	13
O=C(CCCn1c(=S)[nH]c2cc3c(cc2c1=O)OCO3)NCc1cccc(Cl)c1	14	98	4	83	93	0	92	9
O=C(OCC(=O)N1CCCC1)c1cc(Br)ccc1Cl	0	96	-7	103	89	3	92	-3

Some of the entries so far, with two lines to a compound.
Values run as follows: AHR activator	RPL19A TOR yeast	proCasp3 act	CR mimetic SO	MEP2-GFP yeast	JMJD2C inh	LAP4-GFP MLPCN	proCasp7 act
O=C1CC(C(=O)O)(c2ccccc2)c2cccc(F)c21 (stereo not given)
 : 3	104	7	107	105	-14	94	-5
CCN(CC)S(=O)(=O)c1ccc2nnn(OCC(=O)Nc3cccc(C#N)c3)c2c1
 : -1	103	2	137	100	4	94	-1
O=C(CN(Cc1ccccc1)C(=O)c1ccco1)NCc1ccc(F)cc1
 : 2	91	-1	102	86	5	84	13
CC(=O)Oc1cc2c(C(=O)NCCCN3CCOCC3)c(C)oc2c2ccccc12
 : 26	95	9	136	97	-1	104	5
COc1ccc(NC(=O)c2cccc(N3C(=O)NC4CC3(C)Oc3ccccc34)c2)cc1 (stereo not given)
 : 0	100	-1	108	101	10	100	0
COc1ccc(C(O)P(=O)(OCCC(C)C)c2ccc(N(C)C)cc2)cc1OC (stereo not given)
 : 0	101	6	104	105	-2	113	6
Cn1ncc([N+](=O)[O-])c1C(=O)N/N=C/c1cccc([N+](=O)[O-])c1
 : 3	100	6	115	105	2	89	2
O=C(NC1CCCCC1NC(=O)c1ccco1)c1ccco1 (stereo not given)
 : -2	102	5	111	99	-4	98	4
COc1ccc(C(=O)/C=C/c2cc(C(=O)O)cc3c2OCOC3)c(O)c1
 : -2	97	10	100	97	7	106	9
CN(C)CCCN(C(=O)C1=COCCO1)c1nc2ccc(Br)cc2s1
 : -8	96	-7	89	106	-1	138	-16
Cc1cc(C(=O)COC(=O)C2CCN(C(=O)c3ccc(Cl)cc3)CC2)c(C)n1CC1CCCO1 (stereo not given)
 : -1	105	2	98	99	-2	103	4
COc1ccc(C2(O)CN(c3ccc(C)cc3)C3=[N+]2CCCC3)cc1 (stereo not given)
 : 4	99	6	101	99	-2	96	14
CN(Cc1ccccc1)c1nc(-c2cccc([N+](=O)[O-])c2)nc2ccccc12
 : 24	112	4	96	127	-6	101	13
O=C(CCCn1c(=S)[nH]c2cc3c(cc2c1=O)OCO3)NCc1cccc(Cl)c1
 : 14	98	4	83	93	0	92	9
O=C(OCC(=O)N1CCCC1)c1cc(Br)ccc1Cl
 : 0	96	-7	103	89	3	92	-3

Screening data: PubChem BioAssay, several laboratories
